CHO parental Ca: counter-screen: ATP calcium response change in parental CHO cells | parental CHO-K1, ATP-induced calcium, Fluo-8 fluorescence | inhibition, % at 5.6 µM | 330,000 compounds, 0.63% hits | AID 463079;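 active = inhibition above that plate's mean sample inhibition plus 3 SD, cut at about 26% in these data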;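 also: 0% = ATP-challenged DMSO wells and 100% = DMSO wells without ATP; some compounds past the cut are filed as inactive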
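Assay system: untransfected parental CHO cell line. Also added: ATP agonist challenge. Dosing: one dose, 5.6 µM nominal. Measured by: Fluo-8 fluorescence. Read-out: % inhibition. Benchmarks: ATP wells versus no-ATP DMSO wells. Repeats: no replicates.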
M1 ag parental: M1 agonist counterscreen hit in parental CHO-K1 cells; Fluo-8 calcium fluorescence; scaled to maximal ATP response, vehicle zero; 360,000 compounds, 0.48% hits; AID 602248; activation, % at 3 µM; in the data active = activation above about 15%;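 also: untransfected CHO-K1 host cells lacking M1 receptor as counterscreen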
TAAR1 antag: antagonists of human TAAR1; 360,000 compounds, 1.5% hits; CHO RD-HGA16 TAAR1, Fluo-8 calcium fluorescence, antagonist; Q96RJ0; inhibition, % at 3 µM;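 active = inhibition above a per-plate cutoff, the mean inhibition of test compounds on that plate plus 3 SD, cut at about 49% in these data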;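 also: 0% = DMSO plus EC80 beta-PEA response and 100% = DMSO alone without agonist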
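System: RD-HGA16 CHO cells with stable hTAAR1 and Gα16 | Probe or stimulus: EC80 β-phenethylamine stimulus | Dosing: 3 µM, single point | Times: Dye loading 75 min at 37 °C, then 30 min room temperature | Measured by: Fluo-8 calcium-sensitive fluorescence | Read-out basis: % inhibition of agonist calcium response | Replicates: n of 1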
M1 PAM parental: counter-screen for M1 PAMs: effect in parental CHO-K1 cells. ATP EC20, Fluo-8 calcium fluorescence; 0% at ATP EC20, 100% at ATP max. activation, % at 3 µM. 360,000 compounds, 0.02% hits. AID 602247;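 active = activation above the run cutoff, the mean activation of all test compounds plus 3 SD, cut at about 40% in these data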;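 also: peak over basal fluorescence ratio in a 140 s read after ATP addition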
OXTR potentiator: potentiates the human oxytocin receptor response; P30559; CHO-OTR cells, Fluo-8 calcium fluorescence, potentiator mode; 0% = oxytocin EC15, 100% = EC100; activation, % at 3 µM; 320,000 compounds, 0.061% hits; AID 2445;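 active = activation above that plate's cutoff, the mean activation of tested compounds plus 3 SD, cut at about 6.6% in these data, passing the limit was not always enough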;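 also: 100% uses oxytocin at 75 nM as the full agonist control; some results filed as inactive read as strong as hits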
Target sequence (P30559 whole entry, looked up): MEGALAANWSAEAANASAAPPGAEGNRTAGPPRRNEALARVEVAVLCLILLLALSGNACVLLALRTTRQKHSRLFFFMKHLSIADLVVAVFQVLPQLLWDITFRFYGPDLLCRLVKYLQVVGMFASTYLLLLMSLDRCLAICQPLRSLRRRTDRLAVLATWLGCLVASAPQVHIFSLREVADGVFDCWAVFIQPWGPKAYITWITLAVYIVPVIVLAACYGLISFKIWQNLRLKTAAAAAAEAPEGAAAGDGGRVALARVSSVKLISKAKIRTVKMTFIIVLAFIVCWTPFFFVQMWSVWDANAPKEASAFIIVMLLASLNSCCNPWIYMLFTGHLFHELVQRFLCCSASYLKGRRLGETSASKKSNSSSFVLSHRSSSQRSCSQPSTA
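System: human OTR in CHO cells / Also added: sub-maximal oxytocin, roughly EC15 / Control set: EC15 oxytocin low, 75 nM oxytocin high / Schedule: 6 min compound pre-incubation at room temperature, 100 s kinetic read / Compound: single-point 3.0 µM / Replication: singlicate / Technique: Fluo-8 calcium dye fluorescence / Read-out basis: % activation of max/min ratio relative to oxytocin controls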
CHO-K1 Ca antag: M1 antagonist counterscreen hit in parental CHO-K1 cells; inhibition, % at 3 µM; ATP-induced calcium, Fluo-8 fluorescence; AID 602250; 360,000 compounds, 0.6% hits;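 active = inhibition above a per-plate cutoff, the plate's mean sample inhibition plus 3 SD, cut at about 24% in these data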;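 also: 0% = DMSO plus EC80 ATP and 100% = DMSO alone without ATP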
M1 antag: blocks human M1 muscarinic receptor | inhibition, % at 3 µM | CHO-K1 hM1, Fluo-8 calcium fluorescence, ACh EC80 antagonist | 360,000 compounds, 1.3% hits;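 active = percent inhibition above its own plate's cutoff, namely the mean of that plate's compound wells plus 3 SD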;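 also: peak over basal fluorescence ratio during 140 s after agonist addition; 0% = ACh EC80 plus DMSO and 100% = DMSO alone without agonist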
Target sequence (P11229 whole entry, looked up): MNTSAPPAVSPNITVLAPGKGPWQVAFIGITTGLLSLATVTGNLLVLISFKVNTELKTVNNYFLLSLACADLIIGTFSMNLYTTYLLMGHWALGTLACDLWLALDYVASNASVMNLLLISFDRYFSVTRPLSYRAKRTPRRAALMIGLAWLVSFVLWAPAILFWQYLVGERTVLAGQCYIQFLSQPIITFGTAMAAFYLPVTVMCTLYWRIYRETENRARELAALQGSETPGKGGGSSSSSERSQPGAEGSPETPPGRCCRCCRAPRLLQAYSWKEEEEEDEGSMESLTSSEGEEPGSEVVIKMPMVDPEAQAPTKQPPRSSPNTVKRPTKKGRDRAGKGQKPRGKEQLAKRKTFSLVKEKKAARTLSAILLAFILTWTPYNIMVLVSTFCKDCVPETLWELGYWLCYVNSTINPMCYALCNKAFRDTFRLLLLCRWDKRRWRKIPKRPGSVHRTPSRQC
TAAR1 ag: human TAAR1 agonism; Q96RJ0; CHO RD-HGA16 TAAR1, Fluo-8 calcium fluorescence; vehicle wells 0%, saturating PEA agonist 100%; activation, % at 3 µM; 360,000 compounds, 0.99% hits; AID 624467;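 active = activation above the mean activation of all test compounds in the run plus 3 SD, cut at about 38% in these data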
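Assay system: CHO-derived RD-HGA16 cells with stable Gα16 and human TAAR1; timing: 17-24 h seeding, 75 min 37 °C dye, 30 min RT; read-out: % activation from peak over basal fluorescence ratio, DMSO-to-PEA scaled; measured by: kinetic Fluo-8 calcium fluorescence; benchmarks: low control DMSO, high control PEA (EC100); doses: 3 µM single concentration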
CHRM1 agonist: activates human CHRM1 receptor; P11229; CHO-K1 hM1, Fluo-8 calcium fluorescence, agonist mode; 0% DMSO, 100% acetylcholine EC100; activation, % at 3 µM; 360,000 compounds, 0.33% hits;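 active = activation above the run's mean compound activation plus 3 SD, cut at about 16% in these data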;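 also: peak over basal fluorescence ratio within a 140 s kinetic read after compound addition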
The depositor's hits bear a star; . = not tested or not shown. Random draw from the library. About 4.2% of those tested had a hit in this group.

1	Cc1cc(N2CC(C(=O)NCc3cccs3)CC2=O)ccc1C(C)C (stereo not drawn)
2	O=C(O)c1ccccc1NC(=O)C1C2C=CC(C2)C1C(=O)O (stereo not drawn)
3	CC(=O)N1CCN(S(=O)(=O)c2cccc(C(=O)OCc3ccc(C(C)(C)C)cc3)c2)CC1
4	OCCCn1c(C2CCCN2c2nc(-c3ccc(F)cc3)cs2)nc2cc(C(F)(F)F)ccc21 (stereo not drawn)
5	S=c1nc(C2COc3ccccc3O2)[nH][nH]1 (stereo not drawn)
6	CC(=O)Nc1ccc(C)c([N+](=O)[O-])c1
7	CC1CCN(C2(O)C(=O)Nc3ccc(Cl)cc32)CC1 (stereo not drawn)
8	Cc1ccc(C(=O)Nc2nc(=O)n(C(=O)c3ccccc3C)s2)cc1

compound no.	1	2	3	4	5	6	7	8
TAAR1 antag	5	3	38	-1	1	13	-14	-17
CHO-K1 Ca antag	8	-8	15	-6	-9	-3	-1	-7
M1 ag parental	2.2	0.8	10	4.3	1.0	3.7	-0.1	0.3
M1 antag	-5	-20	21	5	-9	-6	-9	-14
OXTR potentiator	0	-9	.	-9	5	-6	-7	-8
CHO parental Ca	-15	-4	.	-31	-12	8	-1	0
TAAR1 ag	4	2	17	3	0	6	5	5
M1 PAM parental	12	24	-8	13	29	12	3	-9
CHRM1 agonist	-3	-2	6	-7	-6	-6	-9	-4

9	Cc1nc(SCC(=O)N2CCOCC2)c2ccsc2n1
10	COc1ccc(NC(=O)/C=C/c2ccccc2)cn1
11	O=C(c1c(F)cccc1F)N1CCCC(c2nc(-c3cccs3)no2)C1 (stereo not drawn)
12	CCc1ccc2c(c1)C(c1ccc([N+](=O)[O-])cc1)=NNC(c1ccccc1)=N2
13	Cn1c(C(=O)O)c(CC(=O)Nc2ccccc2F)c2ccccc21
14	CCC(C)N(CCNC(=O)CC1Oc2ccc(C)cc2NC1=O)C1CCCCC1 (stereo not drawn)
15	CC(=O)CC(=O)Nc1ccc(Nc2ccccc2)cc1
16	COc1ccc(C(=O)Sc2ccc(Cl)cc2)cc1OC

compound no.	9	10	11	12	13	14	15	16
TAAR1 antag	-18	8	3	-15	-24	-20	-3	1
CHO-K1 Ca antag	-5	-9	-4	8	-9	-2	-3	-7
M1 ag parental	-0.2	1.4	4.2	-0.6	0.7	-0.3	1.2	0.5
M1 antag	3	11	3	-15	-5	101*	-4	0
OXTR potentiator	2	-7	0	1	-7	-18	-7	-12
CHO parental Ca	-6	30	-16	-15	-2	1	0	9
TAAR1 ag	3	4	2	0	4	3	2	3
M1 PAM parental	8	21	-1	8	19	-3	22	13
CHRM1 agonist	-4	-6	-5	-8	-2	-14	-2	-5

17	O=C(CN1CCOCC1)Nc1ncc(Cc2cccc3ccccc23)s1
18	COC(=O)CSc1nnc(CCc2ccccc2)n1C
19	Cc1cc(C)n(-c2ccc(C(=O)OCc3ccccc3)cc2)n1
20	Cc1nc2ccc(S(=O)(=O)Nc3cccc(-c4nc5cccnc5s4)c3C)cc2s1
21	CC(=O)Nc1ccc(C(=O)Nc2ccncc2)cc1
22	O=C(Cn1cnc2ccccc21)N/N=C/c1ccccc1[N+](=O)[O-]
23	CC1CCN(Cc2nnc(-c3cccc(Br)c3)o2)CC1
24	COc1cccc(NC(=O)CN(C)S(=O)(=O)c2ccc3[nH]c(=O)oc3c2)c1

compound no.	17	18	19	20	21	22	23	24
TAAR1 antag	-20	6	-1	59*	-2	-2	-17	-4
CHO-K1 Ca antag	-34	7	20	3	-10	5	-23	-2
M1 ag parental	5.7	0.5	-0.5	10	1.6	9.3	3.1	-0.1
M1 antag	-30	-7	-5	39*	-17	7	-14	-2
OXTR potentiator	-3	-1	-14	-6	-9	-7	3	-6
CHO parental Ca	-18	7	-2	32*	6	-3	-14	-13
TAAR1 ag	28	0	4	5	0	3	6	1
M1 PAM parental	23	4	-10	0	12	8	-1	14
CHRM1 agonist	3	-3	-11	2	-1	-4	-7	-2

25	Cc1cc(C)c2nc(N3CCCC(C(=O)NCCN4CCOCC4)C3)sc2c1 (stereo not drawn)
26	COc1c(C)cc(C(=O)C2CCCN(C(=O)c3snnc3C)C2)cc1C (stereo not drawn)
27	S=c1[nH]c2nc(Cl)c(Cl)nc2[nH]1
28	COc1ccc(OCC(=O)N/N=C/c2ccc(N(C)C)cc2)cc1
29	COc1ccc(/C=N/n2c(C)cc(C)cc2=O)cc1
30	COc1ccc(C(=O)N2CCC(C(=O)Nc3ccccc3C)CC2)cc1OC
31	COc1ccc(NC(=O)CN(C)C(=O)c2c(C)nn(Cc3ccccc3)c2C)cc1
32	CSc1ccccc1OCc1cc(C(=O)N(C)Cc2ccc3nsnc3c2)no1

compound no.	25	26	27	28	29	30	31	32
TAAR1 antag	-10	-10	-18	13	16	-1	-16	25
CHO-K1 Ca antag	-19	5	-11	9	-4	-13	-12	-4
M1 ag parental	-0.5	-0.2	0.1	-0.5	0.3	-0.2	2.0	1.0
M1 antag	-2	7	-27	-1	-10	-1	-13	-6
OXTR potentiator	2	-12	.	-1	0	-15	2	-9
CHO parental Ca	-22	-18	.	-4	-2	-10	-20	-12
TAAR1 ag	-2	0	0	-2	4	3	0	0
M1 PAM parental	16	-11	6	-3	17	7	16	3
CHRM1 agonist	-6	-4	-1	-8	-8	-3	-3	-4

33	CC(C)N1CCCC(C)(C(=O)Nc2ccccc2)C1 (stereo not drawn)
34	CC(NC(=O)Cc1ccc([N+](=O)[O-])cc1)c1ccc2c(c1)OCO2 (stereo not drawn)
35	Nc1ncnc(NNC(=O)CNC(=O)c2c(F)cccc2Cl)c1[N+](=O)[O-]
36	CC(C)(C)c1ccc(C(=O)N2CCC(C(=O)NC3CC3)CC2)cc1
37	CCCc1cc(=O)[nH]c(SCc2ccccc2)n1
38	O=C(CN1C(=O)NC2(CCCCC2)C1=O)N(Cc1ccco1)Cc1cccs1
39	CCN(CC(=O)Nc1ccc2c(c1)OCO2)CC(=O)Nc1ccccc1C(F)(F)F
40	CCc1cc(/C(Cc2ccc3ccccc3n2)=N\O)c(O)cc1O

compound no.	33	34	35	36	37	38	39	40
TAAR1 antag	11	-25	-12	4	-1	-28	-23	8
CHO-K1 Ca antag	-10	-10	7	-12	2	-8	3	-2
M1 ag parental	0.8	1.7	7.2	0.1	-0.4	0.3	0.3	2.1
M1 antag	4	4	5	-10	-13	-7	5	3
OXTR potentiator	.	-2	-7	-2	-12	5	-6	-12
CHO parental Ca	.	-10	-3	8	-4	-18	-26	-14
TAAR1 ag	0	7	0	0	1	-1	0	6
M1 PAM parental	14	22	8	-13	6	13	-14	2
CHRM1 agonist	-3	-6	-2	-2	0	-5	-3	10

6 entries out of the list, arranged by number of heavy atoms, lowest first:
37	CCCc1cc(=O)[nH]c(SCc2ccccc2)n1
33	CC(C)N1CCCC(C)(C(=O)Nc2ccccc2)C1 (stereo not drawn)
36	CC(C)(C)c1ccc(C(=O)N2CCC(C(=O)NC3CC3)CC2)cc1
35	Nc1ncnc(NNC(=O)CNC(=O)c2c(F)cccc2Cl)c1[N+](=O)[O-]
38	O=C(CN1C(=O)NC2(CCCCC2)C1=O)N(Cc1ccco1)Cc1cccs1
39	CCN(CC(=O)Nc1ccc2c(c1)OCO2)CC(=O)Nc1ccccc1C(F)(F)F

compound no.	37	33	36	35	38	39
TAAR1 antag	-1	11	4	-12	-28	-23
CHO-K1 Ca antag	2	-10	-12	7	-8	3
M1 ag parental	-0.4	0.8	0.1	7.2	0.3	0.3
M1 antag	-13	4	-10	5	-7	5
OXTR potentiator	-12	.	-2	-7	5	-6
CHO parental Ca	-4	.	8	-3	-18	-26
TAAR1 ag	1	0	0	0	-1	0
M1 PAM parental	6	14	-13	8	13	-14
CHRM1 agonist	0	-3	-2	-2	-5	-3

(more compounds)
41	Clc1ccc(CSc2nnc(-c3ccncc3)o2)cc1
42	O=C(Cn1cnc2c(nnn2-c2ccccc2)c1=O)NCC1CCCO1 (stereo not drawn)
43	COc1ccc2[nH]c(=S)[nH]c2c1
44	CCCn1cnc2c(c1=O)c1nc3ccccc3nc1n2CCc1ccccc1
45	COc1ccccc1N/C(=N/S(=O)(=O)c1ccc(C)cc1)c1ccc(Cl)cc1
46	Cc1cccnc1NC(=O)CCNS(=O)(=O)c1ccc2c(c1)c(=O)n(C)c(=O)n2C
47	CCOc1ccc(C(=O)Nc2cc(Cl)ccc2-n2cncn2)cc1OC
48	Cc1c(NC(=O)c2cc3nc(-c4ccc(Br)cc4)cc(C(F)(F)F)n3n2)c(=O)n(-c2ccccc2)n1C

compound no.	41	42	43	44	45	46	47	48
TAAR1 antag	3	-23	2	13	16	4	9	-16
CHO-K1 Ca antag	-8	-9	-19	-31	-12	2	-6	-4
M1 ag parental	1.3	0.0	0.4	0.8	-0.1	-0.2	4.3	-0.2
M1 antag	1	-28	-32	-11	-23	-8	-6	-14
OXTR potentiator	-1	-2	-9	-5	-8	-10	3	-6
CHO parental Ca	-9	-1	8	-12	-7	-13	-1	-9
TAAR1 ag	21	1	1	1	9	3	2	15
M1 PAM parental	21	22	18	-8	11	-8	20	9
CHRM1 agonist	-6	0	-1	-2	-3	-1	-4	-2

49	CCOc1cc(C(=S)N2CCOCC2)ccc1OS(=O)(=O)c1ccccc1[N+](=O)[O-]
50	CSCCC(NC(=O)COc1ccccc1)C(=O)OCCOc1ccc(F)cc1 (stereo not drawn)
51	CCc1[nH]nc2c1C(c1ccsc1)C(C#N)=C(N)O2 (stereo not drawn)
52	O=C(CSc1nnc(SCc2ccc(Cl)cc2)s1)N1CCOCC1
53	COc1c2ccccc2c(OC)c2ccccc12
54	CC1CCc2nn(CC(=O)NCCN3CCOCC3)cc2C1 (stereo not drawn)
55	COc1cc(Cl)ccc1OCc1cc(C(=O)N2CCN(C3CCCCC3)CC2)no1

compound no.	49	50	51	52	53	54	55
TAAR1 antag	8	37	-1	-6	-13	13	-41
CHO-K1 Ca antag	1	16	-1	4	-6	1	-1
M1 ag parental	2.4	1.5	0.8	1.3	0.1	0.4	0.3
M1 antag	-5	1	-10	3	-7	-10	7
OXTR potentiator	-9	-2	-5	-12	-3	-10	.
CHO parental Ca	-14	-9	1	-13	1	-2	.
TAAR1 ag	9	1	-2	9	7	1	2
M1 PAM parental	22	7	17	14	27	12	-13
CHRM1 agonist	-4	-1	-4	-3	-10	-2	-1
